Rev-erbA mod: modulators of human Rev-erb alpha DNA binding | Rev-erbα–FITC-DNA binding, fluorescence polarization, 90 min | activity, % at 10 µM | 370,000 tested, 0.79% active | AID 1259318;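 active means activity above about 14%, limit read from the data; passing the limit was not always enough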;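 further: 0% = DMSO wells with 35 nM protein and 100% = DMSO wells with 750 nM protein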
Target sequence (P20393 whole entry, looked up): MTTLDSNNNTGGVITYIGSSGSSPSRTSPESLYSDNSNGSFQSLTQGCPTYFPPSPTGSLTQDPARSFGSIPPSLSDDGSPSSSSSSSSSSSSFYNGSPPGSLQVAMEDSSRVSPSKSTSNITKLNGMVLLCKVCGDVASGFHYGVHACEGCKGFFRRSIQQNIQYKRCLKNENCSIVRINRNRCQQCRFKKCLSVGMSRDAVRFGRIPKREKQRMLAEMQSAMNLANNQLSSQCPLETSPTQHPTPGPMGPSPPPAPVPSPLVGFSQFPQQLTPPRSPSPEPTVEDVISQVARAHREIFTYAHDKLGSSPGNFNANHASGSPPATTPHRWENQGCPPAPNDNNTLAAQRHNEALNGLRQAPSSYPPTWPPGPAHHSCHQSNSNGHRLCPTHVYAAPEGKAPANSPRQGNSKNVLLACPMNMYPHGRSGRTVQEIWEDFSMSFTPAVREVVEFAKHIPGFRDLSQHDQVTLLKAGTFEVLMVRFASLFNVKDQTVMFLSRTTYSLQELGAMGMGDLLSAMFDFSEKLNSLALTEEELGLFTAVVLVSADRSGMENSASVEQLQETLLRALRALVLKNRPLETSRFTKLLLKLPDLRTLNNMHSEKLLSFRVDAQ
hgDAF12 agonist: agonists of H. glycines DAF-12 nuclear receptor; HEK293 GAL4-hgDAF12 UAS-luciferase reporter, agonist luminescence; normalized to butyrate control; activation, % at 6.8 µM; 370,000 tested, 1.8% active; AID 687014;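 active means activation above a cutoff set at the mean of all screened compounds plus 3 SD, cut at about 10% in these data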;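 further: 0% = DMSO wells and 100% = sodium butyrate wells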
hcDAF12 agonist: activates DAF-12 receptor from parasite H. contortus | 370,000 tested, 1.4% active | HEK293 hcDAF-12 lit1-tk-luc reporter, luminescence; 0% DMSO, 100% Δ7-dafachronic acid | activation, % at 6.8 µM;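 active means activation above the mean of all tested compounds plus 3 SD, cut at about 5.5% in these data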;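 further: 100% = response to 3 µM Δ7-dafachronic acid high control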
GAA850 FXN act: activators of GAA850 frataxin (FXN) promoter | HEK293 lucGAA850 FXN promoter luciferase reporter, 24 h; percent of 10 µM SAHA response | activation, % at 6 µM | 360,000 tested, 0.56% active | AID 540364;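 active means activation above the average of all compounds screened plus 3 SD, cutoff fixed separately per campaign, cut at about 7.5% in these data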;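 further: 0% = DMSO wells and 100% = 10 µM SAHA wells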
HGIII-sPLA2 inh: Blocks human group III sPLA2 activity | QFRET BODIPY PC-A2 liposome hydrolysis, fluorescence | 370,000 tested, 0.56% active | inhibition, % at 12.2 µM;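 active means inhibition above mean plus 3 SD of compounds lying within the high and low control bounds, cut at about 19% in these data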;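 further: 0% = median of test compound wells and 100% = no enzyme DMSO wells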
PLC-beta3 inh: PLC-beta3 (human) inhibition, primary screen. Q01970. Purified PLC-beta3, fluorogenic substrate, fluorescence. inhibition, % at 12.2 µM. 370,000 tested, 0.18% active; in the data active means inhibition above about 11%;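 further: 0% = median of compound wells on plate and 100% = full blocker control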
DAX1 inh-1: blocks DAX1 repression of SF-1 activated StAR promoter; 370,000 tested, 1.1% active; AID 652010; inhibition, % at 6.8 µM; HEK293T StAR-luciferase reporter, SF-1/DAX-1 repression relief;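 active means inhibition above the mean over all tested compounds plus 3 SD, cut at about 3.6% in these data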;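 further: 0% = DAX-1 cells with DMSO and 100% = cells lacking DAX-1 with DMSO; higher inhibition means more luminescence from relief of DAX-1 repression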
DAX1 inh-2: inhibits human nuclear receptor DAX1; 340,000 tested, 0.99% active; AID 504766; HEK293 Gal4-DAX1 luciferase reporter, luminescence; inhibition, % at 6.75 µM;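 active means inhibition above the mean over all tested compounds plus 3 SD, cut at about 4.2% in these data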;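 further: 0% = DAX1-transfected cells with DMSO and 100% = empty-vector control cells with DMSO; inhibition shows as a rise in luminescence from relieved DAX1 repression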
Target sequence (P51843 207-470 limits assumed): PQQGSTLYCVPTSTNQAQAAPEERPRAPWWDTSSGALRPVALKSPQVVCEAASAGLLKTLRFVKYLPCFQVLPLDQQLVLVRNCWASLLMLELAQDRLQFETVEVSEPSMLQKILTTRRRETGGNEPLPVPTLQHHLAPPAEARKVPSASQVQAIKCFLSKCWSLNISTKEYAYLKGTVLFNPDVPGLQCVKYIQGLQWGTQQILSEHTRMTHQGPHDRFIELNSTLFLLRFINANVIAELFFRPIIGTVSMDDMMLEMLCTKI
PG9 binder: PG9 antibody binding by small molecule | 360,000 tested, 0.43% active | inhibition, % at 6.7 µM | TR-FRET gp120-PG9 antibody binding; in the data active means inhibition above about 8.5%
SMARCA2 activ: increases SMARCA2 function in MMTV reporter cells | MG213 cells, MMTV-luciferase reporter, dexamethasone, overnight | activation, % at 9.1 µM | 370,000 tested, 1% active; in the data active means activation above about 7.8%;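 further: 0% = vehicle wells and 100% = reference activator wells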
ssDAF-12 act: activators of S. stercoralis DAF-12 nuclear receptor; HEK293 ssDAF-12/GRIP1 lit1-tk-luc reporter, luminescence; % of 3 µM dafachronic acid response; activation, % at 6.8 µM; 370,000 tested, 1% active; AID 652126;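 active means activation above the mean over all tested compounds plus 3 SD, cut at about 0.9% in these data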;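 further: 0% = DMSO-only wells and 100% = 3 µM delta7-dafachronic acid wells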
Numbers without * were called inactive; i = inactive; · = no result given.

| mol | Rev-erbA mod | hgDAF12 agonist | hcDAF12 agonist | GAA850 FXN act | HGIII-sPLA2 inh | PLC-beta3 inh | DAX1 inh-1 | DAX1 inh-2 | PG9 binder | SMARCA2 activ | ssDAF-12 act |
| --- | --- | --- | --- | --- | --- | --- | --- | --- | --- | --- | --- |
| NC(=NC1CCCCC1)c1ccc(Cl)cc1 | 3.8 | -1.4 | -0.5 | -0.4 | 3.0 | 3.4 | 0.2 | 0.1 | -0.7 | -1.4 | -0.6 |
| CC[C@]12c3[nH]c4ccc(OC)cc4c3CCN1C(=O)C(CC(=O)NCCc1ccccn1)C[C@@H]2C(=O)N1CCN(C(=O)c2ccco2)CC1 (stereo partly drawn) | 2.3 | -0.2 | -1.5 | 1.6 | 6.0 | -0.3 | 0.2 | -0.7 | -1.6 | -1.8 | 0.4 |
| C=CC1=C2C=C(C3CC3)N(CCCN(CC)CC)C=C2C(=O)C(C)(OC(=O)c2ccco2)C1=O (stereo not drawn) | -0.1 | 0.2 | -0.6 | 0.0 | 2.7 | -16.4 | -0.1 | 1.2 | -0.7 | -0.4 | -0.9 |
| Fc1cccc(NCCc2c[nH]c3ccccc23)n1 | -2.5 | 8.2 | 2.0 | 1.1 | -66.5 | 2.1 | 0.9 | 0.4 | 0.8 | -0.1 | -0.3 |
| COc1ccc(CN2CCNC(=O)C2CC(=O)N(C)Cc2nccn2C)cc1OC (stereo not drawn) | 2.9 | -0.9 | 0.7 | 0.7 | 8.3 | -11.1 | 0.1 | 1.4 | 1.3 | -2.1 | -1.1 |
| COc1ccc(-c2cc(=Nc3ccc(C(=O)O)cc3)c3cc(C)ccc3o2)cc1 | -0.4 | 13.1* | 5.7* | 2.9 | 0.5 | -114.5 | 4.1* | 1.4 | -1.9 | 7.3 | 0.7 |
| COc1cccc(C2=Nn3c(nnc3-c3ccccc3O)SC2)c1 | -2.9 | 1.2 | -0.2 | 2.4 | -11.7 | -4.5 | -1.3 | 0.2 | -0.5 | 3.1 | -1.0 |
| O=C(OCC#CCSc1nnc(-c2cccc3ccccc23)o1)c1ccccc1F | -2.5 | -1.0 | -1.5 | · | 2.1 | 0.7 | · | · | · | · | -0.4 |
| COc1ccccc1Cn1nnc2c(=O)[nH]c(C3CCN(C(=O)c4ccccc4Cl)CC3)nc21 | -1.0 | -2.6 | -1.6 | 1.4 | -20.2 | -1.1 | 1.1 | -0.7 | 0.3 | -1.5 | -0.4 |
| Cc1coc(=N)n1CC(=O)c1ccc(Cl)cc1 | -0.4 | 2.4 | 0.7 | 1.9 | -5.0 | -6.5 | 0.5 | · | -1.0 | 1.3 | -1.2 |
| CCN(CC)CCn1c(N)nc2ccccc21 | -0.9 | -0.9 | 0.8 | -0.2 | -0.2 | -4.5 | -0.3 | 0.9 | 0.0 | -0.9 | -1.8 |
| COc1ccc(NC(=O)CC2SC(N3CCCCC3)=NC2=O)cc1OC (stereo not drawn) | -3.1 | -0.9 | 1.1 | 0.1 | 7.0 | -7.2 | 1.5 | 0.8 | -1.0 | -1.6 | -1.2 |
| O=C(NCc1ccc(F)cc1)c1cc(C2CCCCN2S(=O)(=O)c2ccccc2)on1 (stereo not drawn) | -5.1 | -0.8 | -1.0 | 0.6 | -3.4 | 2.5 | 0.1 | · | -0.7 | 0.3 | -1.4 |
| CCCCc1c(-c2ccccc2OC)ncn1Cc1ccccc1Cl | 0.8 | -2.2 | -1.9 | · | -11.9 | -4.5 | -0.7 | · | 0.0 | -6.0 | -1.5 |
| CC(=O)c1ccc(NC(=S)N(CCCN(C)C)Cc2ccccc2)cc1 | -0.4 | 1.6 | -0.5 | 1.9 | -4.2 | -4.3 | -0.3 | -0.8 | -1.4 | -1.2 | -0.8 |
| CCOC(=O)c1cc(NC(=O)Nc2ccc(Br)cc2)c(C)nc1C | -0.1 | 3.6 | 1.6 | 1.4 | -12.3 | -3.2 | -0.2 | 1.2 | 1.6 | -0.8 | -2.2 |
| COc1ccc(CC(=O)O/N=C(\N)c2ccccn2)cc1OC | -5.0 | 0.7 | 0.3 | 5.1 | -2.0 | -2.8 | 0.8 | 0.8 | -4.6 | 6.9 | -0.5 |
| COC(=O)c1ccccc1NC(=O)NCc1c(C)nn(C)c1C | 1.9 | 0.7 | 0.5 | -0.6 | 0.9 | -11.9 | -1.5 | 1.6 | 0.3 | 1.6 | -1.6 |
| CC(C(=O)NC1CCCCC1)N1C(=O)c2cccc3cccc1c23 (stereo not drawn) | 1.6 | -1.4 | -2.3 | -2.1 | 4.2 | -441.7 | -1.5 | -0.8 | -1.3 | -2.5 | -0.8 |
| COc1ccc(C(=O)Oc2cc(/C=N/NS(=O)(=O)c3ccc(C)cc3)ccc2OC)cc1 | -1.7 | 0.5 | -0.9 | 0.2 | 5.5 | 3.4 | 0.7 | 0.6 | 0.3 | -1.3 | -0.9 |
| CCOC(=O)c1cc(-c2ccccc2)n(CC(=O)Nc2ccc(OC)cc2)c1C | 1.2 | -1.6 | -0.3 | 1.2 | -8.5 | 0.6 | 0.0 | -0.4 | -0.7 | -4.3 | -1.6 |
| O=c1c2ccccc2ncn1CCCSc1ccccc1 | 7.2 | 2.5 | -1.1 | 2.4 | -7.0 | 1.6 | -0.1 | 1.5 | 0.8 | -1.5 | -0.8 |
| CCCC(=O)Nc1nnc(-c2ccc(Cl)s2)o1 | 1.0 | 2.6 | 2.6 | -2.8 | 1.9 | -1.1 | -0.3 | 0.1 | 0.4 | 2.8 | -1.4 |
| C=CCOc1ccc2nnc(C)n2n1 | -1.2 | -2.2 | 3.3 | -2.2 | 1.4 | -1.4 | 0.1 | 0.2 | -0.1 | -4.4 | -1.7 |
| Cc1ccc(Cl)cc1NC(=O)COC(=O)c1ccccc1O | 13.2 | -2.7 | -0.5 | 1.5 | 2.8 | -5.9 | -0.5 | 3.0 | 0.2 | -1.9 | -1.3 |
| CCC(C)c1ccccc1NC(=O)c1[nH]c(C)c(C(C)=O)c1C (stereo not drawn) | 2.5 | -1.0 | -1.7 | 4.2 | 6.6 | -6.3 | -0.6 | -0.8 | -0.1 | -2.4 | -2.0 |
| COc1ccc(-c2sc3cc(OC)c(OC)cc3c2C#CC(C)(C)O)cc1 | 3.8 | -1.4 | -1.0 | 4.3 | -11.8 | -47.8 | -0.7 | -1.0 | -1.0 | 0.9 | -1.0 |
| CN1CCN(C(=O)c2cc3nc(-c4ccc(F)cc4)cc(C(F)(F)F)n3n2)CC1 | 0.9 | -0.7 | -0.7 | 0.5 | -3.6 | -86.3 | -0.8 | -1.3 | -3.6 | 0.9 | -0.9 |
| COc1ccccc1CNC(=O)C(C)NS(=O)(=O)c1ccc(C)cc1 (stereo not drawn) | -0.9 | 1.1 | -1.8 | 1.0 | -3.3 | -1.1 | 0.1 | 0.3 | -0.3 | -2.1 | -2.0 |
| COc1ccc(-c2c3c(nc4sc(C(=O)Nc5cc(C)on5)c(N)c24)CCC3)cc1 | -5.3 | -3.3 | -1.3 | -1.1 | -9.9 | i | -0.8 | -0.4 | 2.1 | -4.4 | -1.8 |
| O=S(=O)(c1ccc2ccccc2c1)n1cnc2ccccc21 | 5.2 | -3.4 | -3.2 | 4.3 | -13.9 | 2.6 | -0.8 | -0.1 | 3.2 | -1.7 | -0.6 |
| CC/C(C)=C1\SC(N2CCN(C(C)=O)CC2)=NC1=O | -1.4 | 0.6 | -0.7 | 0.2 | 3.5 | 1.4 | 0.1 | 1.3 | -3.0 | -0.7 | -1.2 |
| Cc1ccc(C(=O)O)cc1NC(=O)CCc1ccccc1 | 2.6 | 2.1 | 0.2 | -0.6 | 1.2 | 3.0 | -0.1 | -0.5 | -3.2 | -1.4 | -0.3 |
| COC(=O)C1=CN(c2ccc(F)cc2)C(N)=C(C#N)C1c1ccc(-c2ccccc2)cc1 (stereo not drawn) | 1.2 | 2.3 | -0.5 | · | -20.7 | -71.3 | 0.2 | · | 1.3 | -4.9 | -1.8 |
| CC(=O)Nc1cc(S(=O)(=O)Nc2ccccc2C)c(C)cc1C | 1.0 | -0.3 | -1.1 | 0.6 | 1.9 | 6.0 | -0.3 | 1.3 | 1.2 | -2.2 | -0.9 |
| CC(=O)Nc1ccc(SCC(=O)O)cc1 | 7.7 | 2.7 | 1.9 | 3.0 | 2.2 | 3.0 | 0.1 | 0.1 | -2.1 | -1.9 | -0.6 |
| COCCCn1c(SCC(=O)Nc2nnc(C)s2)nnc1-c1ccoc1C | 2.0 | 2.1 | -0.6 | -0.4 | 1.6 | 0.5 | -0.3 | 1.1 | -0.5 | -1.9 | -1.2 |
| CC1CCc2c(C(=O)Nc3ccccn3)csc2C1 (stereo not drawn) | -0.3 | 17.2* | 3.0 | 5.8 | -1.6 | -6.2 | 2.9 | 2.6 | 0.0 | 3.1 | -0.3 |
| COc1ccccc1NC(=O)c1cc(=O)[nH]c2ccccc12 | 3.5 | 0.3 | 4.3 | -1.9 | 7.1 | -8.5 | 0.4 | -0.2 | -0.4 | -1.9 | 0.5 |
| COc1cccc(OC)c1OCCCN1CCOCC1 | -0.9 | -0.2 | -2.9 | -0.1 | -1.5 | 3.3 | -0.2 | 0.1 | 1.4 | -1.0 | -0.6 |
| CCN(Cc1cnn(C)c1)Cc1nc(Cc2ccccc2Cl)no1 | 0.2 | 0.7 | 1.3 | 2.0 | 3.1 | -5.7 | 0.6 | 0.0 | 0.3 | 4.3 | -0.3 |
| Nc1nc(-c2ccccc2)c(CCCNc2ccccc2)c(=O)[nH]1 | 5.1 | -1.1 | 0.6 | 1.3 | 10.4 | 1.2 | -1.6 | -2.5 | -0.5 | 0.3 | -1.2 |
| CCN(CC)c1nc(N)c(C#N)c(CC#N)c1C#N | 1.2 | 1.3 | -1.4 | 4.8 | -19.4 | -366.8 | -0.3 | -0.1 | 0.0 | 3.4 | -0.9 |
| COc1ccccc1N1C(=O)CC(N(O)c2ccccc2)C1=O (stereo not drawn) | 9.0 | 0.6 | 6.7* | -0.1 | -2.6 | 1.4 | -0.2 | 1.6 | -1.4 | -1.5 | -0.4 |
| C[C@H](CO)N1C[C@H](C)[C@@H](CN(C)Cc2ccc(C(=O)O)cc2)Oc2c(cccc2N(C)C)C1=O | 0.3 | 2.4 | 0.6 | -0.5 | -3.9 | -0.6 | -0.5 | 1.0 | -0.5 | -0.1 | -1.3 |
| COc1ccc(-c2nc3ccccc3c(=O)n2N)cc1 | -2.2 | 2.0 | 4.7 | 4.2 | 2.1 | 0.1 | -0.5 | -1.0 | -1.4 | 1.0 | -0.4 |
| O=C(CSc1nc2ccccc2o1)N/N=C/c1ccc(C(=O)O)cc1 | -0.4 | 6.2 | -1.1 | 2.6 | 2.3 | -7.9 | 0.4 | 1.5 | 0.7 | 1.7 | -1.0 |
| CC12CS(=O)(=O)CC1SC(=S)N2Cc1ccccc1 (stereo not drawn) | 2.9 | 2.6 | -0.8 | -1.0 | 6.8 | 1.3 | 0.8 | -1.0 | 0.6 | -2.6 | -0.6 |
| Cc1cc(Nc2ccccc2Cl)n2nnnc2n1 | -2.6 | 1.7 | -1.2 | 2.4 | -0.2 | 1.1 | -0.3 | 0.4 | -2.5 | -1.3 | -0.8 |
| C/C(=N\NC(=O)c1ccc(NS(=O)(=O)c2cccs2)cc1)c1cccs1 | -6.1 | 0.2 | 0.1 | -0.6 | -1.9 | -13.1 | 0.5 | 0.0 | -1.9 | -4.3 | -1.0 |

Rows were taken by chance; 7% or so of the library scored in one or more.
